High-throughput results deposited in PubChem BioAssay by National Center for Advancing Translational Sciences (NCATS).
FBPA Giardia inh: inhibitors of Giardia lamblia fructose-1,6-bisphosphate aldolase | 0.71% of 290,000 active | purified Giardia FBPA | Potency, µM (doses to about 59.6 µM), for the others: top-dose activity, negative = inhibition, actives largely listed as inhibitors; also: potency is read from the fitted curve at half-maximal effect; nearly all actives have a fitted effect of over 55% in size
Target sequence (A8B2U2 whole entry, looked up): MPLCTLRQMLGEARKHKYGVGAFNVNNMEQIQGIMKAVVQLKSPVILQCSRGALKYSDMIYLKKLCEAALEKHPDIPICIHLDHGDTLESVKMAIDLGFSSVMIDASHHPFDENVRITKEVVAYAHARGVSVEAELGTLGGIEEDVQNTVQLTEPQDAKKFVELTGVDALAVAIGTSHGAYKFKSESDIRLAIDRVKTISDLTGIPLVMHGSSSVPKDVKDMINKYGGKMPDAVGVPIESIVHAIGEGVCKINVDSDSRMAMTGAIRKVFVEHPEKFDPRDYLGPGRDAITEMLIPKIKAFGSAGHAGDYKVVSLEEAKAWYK
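Giardia FBPA (40 nM reagent) was preincubated 10 min at RT with compound (up to 57.5 uM final), then substrate plus GAPDH/TPI/NAD/arsenate coupling system with diaphorase/resazurin was added; resorufin fluorescence (525/598 nm) was read after 20 min.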
AmpC detergent: inhibitors of E. coli AmpC beta-lactamase with detergent; Potency, µM (top dose mostly 114 µM), without a hit: top-dose activity change, negative = inhibition, most hits filed as inhibitors; AID 485294; P00811; AmpC hydrolysis of nitrocefin, absorbance 480 nm, 0.01% Triton; 0.041% of 370,000 active;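 also: potency is read from the fitted curve at half-maximal effect; 0% = no-compound wells and -100% = no-enzyme wells; nearly all actives have a fitted effect of over 25% in size; some results filed as inactive show a strong effect at the top dose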
Target sequence (P00811 whole entry, looked up): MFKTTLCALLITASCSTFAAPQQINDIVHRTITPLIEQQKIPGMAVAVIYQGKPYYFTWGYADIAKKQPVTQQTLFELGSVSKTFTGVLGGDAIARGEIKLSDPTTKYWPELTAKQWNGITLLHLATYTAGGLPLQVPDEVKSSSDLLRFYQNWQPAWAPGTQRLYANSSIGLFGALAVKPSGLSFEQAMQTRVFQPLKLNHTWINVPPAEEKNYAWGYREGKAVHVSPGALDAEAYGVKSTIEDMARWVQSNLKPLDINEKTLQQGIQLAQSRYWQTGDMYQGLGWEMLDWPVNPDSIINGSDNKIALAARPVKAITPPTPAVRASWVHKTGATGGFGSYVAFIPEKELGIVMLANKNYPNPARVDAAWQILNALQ
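AmpC (5.3 nM in the dispensed reagent) in 20 mM phosphate pH 7.0 with 0.01% (detergent screen) or 0.0001% Triton X-100 was preincubated with compounds for 15 min at room temperature. Nitrocefin was then added from an 800 uM solution, and hydrolysis was followed at 480 nm.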
HCMV inh: inhibitors of human cytomegalovirus | HFF cells, HCMV-luciferase reporter, 72 h; stronger effect = lower value | activity change, negative = inhibition, % at 57.5 µM | 4.5% of 410,000 active | AID 1259415; in the data active = activity change below about -60%; inconclusive = no clear call, values can overlap the other calls; inactive = above about -39%
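Screen run at 2 compound doses on HFFs infected with reporter HCMV, MOI 1 PFU/cell. Luciferase activity from cell lysates at 72 h post infection gave inhibition relative to buffer-only and Salinomycin wells.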
AmpC no deterg: blocks E. coli AmpC beta-lactamase in detergent-free assay; P00811; 0.52% of 330,000 active; Potency, µM (doses to about 57.1 µM), inactives show at the top dose activity change, negative = inhibition, most hits filed as inhibitors; AmpC nitrocefin hydrolysis, absorbance 480 nm, 0.0001% Triton;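 also: potency is read from the fitted curve at half-maximal effect; plate controls were no compound for no effect and no enzyme for full effect; nearly all actives have a fitted effect of over 20% in size; some results filed as inactive show a strong effect at the top dose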
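AmpC (5.3 nM in the dispensed reagent) in 20 mM phosphate pH 7.0 with 0.01% (detergent screen) or 0.0001% Triton X-100 was preincubated with compounds for 15 min at room temperature. Nitrocefin was then added from an 800 uM solution, and hydrolysis was followed at 480 nm.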
Sm TGR inh: inhibitors of Schistosoma mansoni thioredoxin glutathione reductase | Q962Y6 | purified TGR, DTNB reduction, TNB absorbance 405 nm | Potency, µM (highest dose often 114 µM), inactives show at the highest dose activity change, negative = inhibition, actives largely listed as inhibitors | 3% of 360,000 active; also: potency is read from the fitted curve at half-maximal effect; nearly all actives have a fitted effect of over 60% in size
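Kinetic colorimetric format: TGR-catalysed, NADPH-driven DTNB reduction monitored via TNB absorbance. Enzyme dispensed at 20 nM; compound exposure 15 min at room temperature before reaction start.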
HCV inhibitor: blocks hepatitis C virus | 3.4% of 340,000 active | Huh7.5.1 HCVcc-Cre infection, luciferase reporter, 44 h | AID 651820 | Potency, µM (highest dose often 41.8 µM), without a hit: at the highest dose activity change, negative = inhibition, hits mostly inhibitors; also: potency is read from the fitted curve at half-maximal effect
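Seed cells (1,000/well) for 4 h; treat with compound and infect with HCVcc-Cre, moi about 0.5. Incubate 44 h, then detect luciferase activity.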
* hit, by the source's call; ? = inconclusive; nt = not tested or not shown; [ ] = another dose, or the depositor's remark. Unless noted, calls follow the shape of the dose curve; as a rule, active = well fitted curve in the direction sought with a large enough effect; inconclusive = small, poorly fitted or top-dose-only effect, or another doubt; inactive = no such curve, though single readings can be large; an effect the other way counts as inactive or inconclusive. Unless noted, % is scaled to controls: 0 for no effect and ±100 for the full control effect.

SMILES | FBPA Giardia inh | AmpC detergent | HCMV inh | AmpC no deterg | Sm TGR inh | HCV inhibitor
O=C(NNc1nc2cc3c(cc2s1)OCCO3)c1ccc(F)cc1 | 16% | -8% | 14 | -34% | -1% | -15%
COc1cc(/C=N/N2CCN(c3ccccc3OC)CC2)ccc1O | -6% | -2% | 29 | 18% | 0% | 7%
CC1CC(C)(C)OC(C[N+]2(C)CCCCC2)O1 (stereo unspecified) | 0% | ? | 23 | -17% | 7% | 21%
O=C(O)c1ccc(NCc2cccnc2)cc1 | -15% | 2% | -28 | -6% | 0% | 6%
CCn1cc(S(=O)(=O)c2cccc(Cl)c2)c(=O)c2cc(F)c(N3CCN(c4ccccc4)CC3)cc21 | nt | 9% | ? | nt | 0% | nt
COc1cc(OC)cc(C(=O)N[C@H](C(=O)Nc2nnc(C3CC3)s2)C(C)C)c1 | 2% | 6% | 45 | 0% | 3% | -17%
CCOC(=O)[C@@H]1[C@H]2COc3cc(OC)ccc3[C@H]2N2C(=O)N(c3ccc(Cl)cc3)C(=O)[C@]12C | nt | nt | -10 | 29% | nt | -23%
O=C(CNC1CCCCCC1)Nc1ccccc1N1CCCCC1 | ? | -15% | -29 | -4% | -18% | ?
CCCn1c(SCC(=O)Nc2c(CC)cccc2CC)nnc1C(C)C | 1% | 3% | -24 | -5% | -15% | 6%
CCCSc1ncc(Cl)c(C(=O)Nc2ccc(S(=O)(=O)N3CCCCC3C)cc2)n1 (stereo unspecified) | nt | 12% | -15 | nt | ? | nt
COc1ccc(N(CC(=O)NN=C2CCCC2)S(=O)(=O)c2ccccc2)cc1Cl | 3% | -15% | -38 | -35% | -10% | 11%
CC(=O)c1cn(CCOc2ccccc2C)c2ccccc12 | 16% | ? | -27 | 27% | -5% | 0.79µM*
Cc1nc2c(C(=O)NCCc3ccc(Cl)cc3)cnn2c(C)c1Cc1c(F)cccc1Cl | nt | 7% | -20 | nt | 12% | nt
O=C(O)c1ccc(Oc2c(C(F)(F)F)oc3cc(O)ccc3c2=O)cc1 | 24% | -4% | 0 | -16% | -29% | 6%
Cc1cccc(-c2nc(C#N)c(N3CCCCC3)o2)c1 | -3% | 6% | ? | -14% | -4% | -26%
C(=C\c1ccccc1)/CN1CCN(Cc2ccc3c(c2)OCCO3)CC1 | ? | -4% | nt | -2% | 11% | -2%
CCOC(=O)C1CCN(C(=O)c2ccc3c(c2)N=C(CC)c2cc(C)ccc2S3)CC1 | nt | 0% | -9 | nt | -8% | nt
Cc1cc(N2CCOCC2)ccc1/C=C\[N+](=O)[O-] | 0% | -2% | -98* | -9% | 20µM* | ?
O=C(c1cccc([N+](=O)[O-])c1)N1CCN(c2ccccn2)CC1 | -4% | 22% | -32 | 4% | 0% | 28%
CC(Cc1ccccc1)NCC(=O)Nc1cc(N(C)C)nc2ccccc12 (stereo unspecified) | ? | -8% | -25 | 50% | 12% | -75%
COc1ccc(N2CCN(CC(O)COc3ccc4c(c3)CCC4)CC2)cc1 (stereo unspecified) | -13% | -3% | 16 | 73%[activator] | -22% | ?
Nc1nc(-c2cccnc2)nc2sc3c(c12)CCCC3 | -19% | 7% | 250 | 42% | nt | ?
Cc1cn2c(=O)cc(COC(=O)c3cccc(NC(=O)c4ccccc4C)c3)nc2s1 | nt | 2% | ? | nt | 5% | nt
COc1ccc(S(=O)(=O)N2CCOC2CNC(=O)C(=O)NCc2ccc3c(c2)OCO3)cc1OC (stereo unspecified) | nt | -7% | 18 | -12% | -4% | -21%
N=C1C(=O)OCC1c1ccccc1NC(=O)c1ccccc1 (stereo unspecified) | 1% | ? | -7 | -12% | 0% | 4%
O=C(COC(=O)C1CC1)Nc1ccc2c(c1)OCO2 | -3% | -1% | -98* | 0% | 2% | 16%
CCOC(=O)c1[nH]c(C)c(C(=O)NCc2ccc(C)cc2)c1C | 0% | ? | -20 | -13% | -22% | -6%
O=C(NCCc1ccccc1F)[C@@H]1CSC2c3ccccc3C(=O)N21 (stereo partly specified) | 14% | -6% | 17 | -31% | -5% | 8%
O=C(NCc1ccccn1)C1CCN(Cc2cnn(-c3ccccc3)c2-n2cccc2)CC1 | 2% | -2% | 45 | 92%[activator] | -4% | -2%
Cc1ccc(C)c(Nc2nnc(-c3ccc(C)c(S(=O)(=O)NCC4CCCO4)c3)c3ccccc23)c1 (stereo unspecified) | nt | 10% | -104* | nt | 6% | nt
Cc1csc(CCc2nc(C)cs2)n1 | 1% | -5% | -30 | -13% | 9% | 6%
CCOc1cc(/C=N/NC(=O)C(=O)Nc2cc(Cl)ccc2C)ccc1O | 4% | -6% | ? | -10% | 7% | 17%
CC(C)=C1SC(N2CCN(c3cccc(C(F)(F)F)c3)CC2)=NC1=O | -2% | -10% | ? | -3% | -1% | -2%
COCCNC(C(=O)Nc1ccc([N+](=O)[O-])cc1Br)c1ccccc1 (stereo unspecified) | -1% | -4% | -82* | -7% | -1% | -16%
COc1ccc(Cl)cc1NC(=O)CN(C)C(=O)c1cc(-c2ccncc2)nc2ccccc12 | nt | 10% | 22 | 235%[activator] | 5% | -26%
c1ccc2sc(C3CCNCC3)nc2c1 | 1% | 3% | 44 | -3% | -30% | 6%
COc1cc(/C=C2\C(=O)NC(=O)N(c3ccccc3)C2=O)c([N+](=O)[O-])cc1OC | ? | -1% | 48 | -31% | 1.6µM* | 5%
CCOC(=O)Cc1csc(NC(=O)CN2CCN(c3ccccc3)CC2)n1 | ? | -14% | 27 | 17% | -16% | -7%
Nc1nc(COc2ccc(F)cc2Cl)nc(N2CCCCC2)n1 | 0% | -1% | 114 | 9% | -5% | ?
CC(=O)Oc1ccc(N(C(C)=O)S(=O)(=O)c2cccs2)c2ccccc12 | -27% | 2% | -24 | -9% | ? | nt
Cc1cccc(C)c1NC(=O)N1CCC(n2cnc3ccccc32)CC1 | -5% | -4% | -3 | -30% | -30% | -4%
CCOc1ccc2c(c1)C(c1ccc(C)cc1)=NNC(c1ccc(C)cc1)=N2 | -8% | -3% | 9 | -14% | 0% | ?
COc1cccc(N2CCN(Cc3cc(=O)oc4cc(C)ccc34)CC2)c1 | nt | 15% | 1 | nt | 7% | nt
CCC(Sc1nc(N)cc(=O)[nH]1)C(=O)NC(C(=O)OC)c1ccccc1 (stereo unspecified) | 4% | -3% | -7 | -4% | -18% | -21%
CCOC(=O)c1[nH]c2ccc(OC)cc2c1NC(=S)N1CCN(c2ccc(F)cc2)CC1 | 5% | -6% | -21 | 6% | 2% | -12%
CCOC(=O)C1CCN(S(=O)(=O)c2cccc3nonc23)CC1 | 1% | -1% | 3 | -3% | 0% | -10%
CC1(C)CC(=O)C(C=NCCN2CCN(C(=S)Nc3ccc(F)cc3)CC2)=C(O)C1 | 2% | -7% | 25 | 27% | -16% | ?
COc1ccc(CCNC(=O)CS(=O)(=O)c2cn(CC(=O)N3CCCC3)c3ccccc23)cc1OC | -8% | 0% | 0 | 21% | ? | -14%
Cc1ccnc(SCC(=O)n2c3c(c4ccccc42)CC(C)CC3)n1 (stereo unspecified) | nt | 9% | -20 | -9% | 17% | ?
COc1ccc(Cl)cc1NC(=O)CN(C)C(=O)Cn1cnc2c1c(=O)n(C)c(=O)n2C | nt | -13% | 0 | -5% | 4% | 15%

13 entries from above, sorted by molar mass, ascending.
SMILES | FBPA Giardia inh | AmpC detergent | HCMV inh | AmpC no deterg | Sm TGR inh | HCV inhibitor
c1ccc2sc(C3CCNCC3)nc2c1 | 1% | 3% | 44 | -3% | -30% | 6%
CCOC(=O)C1CCN(S(=O)(=O)c2cccc3nonc23)CC1 | 1% | -1% | 3 | -3% | 0% | -10%
Cc1cccc(C)c1NC(=O)N1CCC(n2cnc3ccccc32)CC1 | -5% | -4% | -3 | -30% | -30% | -4%
Cc1ccnc(SCC(=O)n2c3c(c4ccccc42)CC(C)CC3)n1 (stereo unspecified) | nt | 9% | -20 | -9% | 17% | ?
COc1cccc(N2CCN(Cc3cc(=O)oc4cc(C)ccc34)CC2)c1 | nt | 15% | 1 | nt | 7% | nt
CCOc1ccc2c(c1)C(c1ccc(C)cc1)=NNC(c1ccc(C)cc1)=N2 | -8% | -3% | 9 | -14% | 0% | ?
CCC(Sc1nc(N)cc(=O)[nH]1)C(=O)NC(C(=O)OC)c1ccccc1 (stereo unspecified) | 4% | -3% | -7 | -4% | -18% | -21%
CCOC(=O)Cc1csc(NC(=O)CN2CCN(c3ccccc3)CC2)n1 | ? | -14% | 27 | 17% | -16% | -7%
CC(=O)Oc1ccc(N(C(C)=O)S(=O)(=O)c2cccs2)c2ccccc12 | -27% | 2% | -24 | -9% | ? | nt
COc1ccc(Cl)cc1NC(=O)CN(C)C(=O)Cn1cnc2c1c(=O)n(C)c(=O)n2C | nt | -13% | 0 | -5% | 4% | 15%
CCOC(=O)c1[nH]c2ccc(OC)cc2c1NC(=S)N1CCN(c2ccc(F)cc2)CC1 | 5% | -6% | -21 | 6% | 2% | -12%
COc1ccc(Cl)cc1NC(=O)CN(C)C(=O)c1cc(-c2ccncc2)nc2ccccc12 | nt | 10% | 22 | 235%[activator] | 5% | -26%
COc1ccc(CCNC(=O)CS(=O)(=O)c2cn(CC(=O)N3CCCC3)c3ccccc23)cc1OC | -8% | 0% | 0 | 21% | ? | -14%

Next section:
SMILES | FBPA Giardia inh | AmpC detergent | HCMV inh | AmpC no deterg | Sm TGR inh | HCV inhibitor
c1ccc(N2CCN(Cc3nc4ccccc4[nH]3)CC2)nc1 | ? | -1% | -20 | -17% | 2% | 14%
CCCn1nc(NC(=O)CC(C)C)c2cc3cccc(C)c3nc21 | -2% | -2% | 20 | 1% | 4% | -6%
CC(Sc1nnnn1C)C(=O)Nc1ncc(Cl)cc1Cl (stereo unspecified) | nt | 3% | 0 | -11% | 3% | 10%
CC(C(=O)NC1(C#N)CCCCC1)N(C)CC(=O)Nc1ccc(Cl)c(Cl)c1 (stereo unspecified) | nt | -11% | -22 | 83%[activator] | -10% | ?
Cc1cccc(NC(=O)CSc2nc(C)c(CC(=O)c3ccc(Br)cc3)c(C)c2C#N)c1C | -1% | -7% | -79* | -23% | -1% | 0%
Cc1cc(=O)n(-c2ccccc2)n1C | -5% | nt | 9 | -19% | nt | -1%
COc1ccc(OC)c(Nc2nc(-c3sc(NC(=O)c4ccccc4)nc3C)cs2)c1 | -4% | 2% | nt | -21% | 1% | nt
COc1ccc(CN(Cc2ccccn2)S(=O)(=O)c2ccc(-n3cnnn3)c(OC)c2)cc1 | -1% | ? | -39 | 88%[activator] | 5% | -28%
CCOC(=O)c1c(NC(=O)c2cccc(N3C(=O)CCC3=O)c2)sc2c1CCN(CC)C2 | nt | 4% | 2 | 59% | 1% | ?
Cc1nn(C)c(C)c1C(=O)NN | -5% | -9% | 60 | -1% | -27% | 26%
CCCCn1nc(CC(=O)O)c2ccccc2c1=O | 3% | -9% | 26 | -9% | -1% | ?
